CRFBP-R2 block = blocks CRF-induced signaling of the CRF-BP/CRF-R2 complex; HEK293 CRF-R2/CRF-BP, CRF-induced calcium fluorescence; inhibition, % at 11.8 µM; 350,000 tested, 0.59% active; AID 588475;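 active = inhibition of the ligand-induced calcium signal above about 50% at the single tested concentration, limit read from the data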
GalR3 antag = antagonists of human GalR3; 360,000 tested, 0.44% active; inhibition, % at 3 µM; O60755; HEK293 GalR3-CNG cAMP membrane potential fluorescence; galR3 body fused to GalR1 C-terminus;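 active = inhibition above the screen-wide average plus 3 SD, cut at about 13% in these data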;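 also: forskolin and galanin both at EC90 stimulate the cells; cAMP rise reported by CNG channel membrane potential dye signal; 0% = forskolin plus galanin with DMSO and 100% = forskolin alone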
NS3 helicase inh = HCV NS3 helicase inhibition; 290,000 tested, 0.56% active; NS3 helicase DNA unwinding, Cy5 molecular beacon fluorescence; inhibition, % at 10.9 µM;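 active = inhibition above the mean of all tested compounds plus 3 SD, set per campaign, cut at about 35% in these data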;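 also: 0% = DMSO wells and 100% = thioflavine S control wells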
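assay system = NS3 helicase fragment of HCV | buffer or medium = MOPS pH 6.5, MgCl2, DTT, Tween20, BSA | timing = 60 min unwinding reaction at 25 °C after ATP addition | signal = Cy5 beacon fluorescence read at start and 1 h | read-out basis = % inhibition of unwinding | control set = low DMSO, high thioflavine S at 110 µM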
SUMO HTRF inh = SUMOylation inhibition; P63279; HTRF SUMOylation assay, SAE1/SAE2 + UBC9, in vitro; 290,000 tested, 0.36% active; inhibition, % at 35 µM; in the data active = inhibition above about 50%, passing the limit was not always enough; also: strong numbers were not always called active
IMP-1 inhibitor = blocks Pseudomonas aeruginosa IMP-1 metallo-beta-lactamase. purified IMP-1, nitrocefin hydrolysis, epi-absorbance fluorescence. inhibition, % at 5.6 µM. 290,000 tested, 0.45% active. AID 1556;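 active = inhibition above the mean plus 3 SD of all compounds in the same screening run, cut at about 4.5% in these data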;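 also: 0% = IMP-1 with DMSO and 100% = DMSO wells lacking enzyme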
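Assay system: purified recombinant IMP-1 beta-lactamase. Input: IMP-1 0.2 nM before substrate addition. Buffer or medium: Zinc- and detergent-supplemented HEPES buffer, pH 7.1. Schedule: 25 °C, 15 min preincubation, 25 min reaction. Signal: Epi-absorbance fluorescence, 480 nm excitation, 530 nm emission. Evaluation: percent inhibition from optical density relative to buffer-blank wells.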
IDE act = boosts human insulin-degrading enzyme activity in HEK cells | activation, % at 5.96 µM | AID 493087 | FAbeta-B cleavage, fluorescence polarization; 0% vehicle, 100% cell-free pure enzyme wells | 340,000 tested, 0.073% active;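 active = activation above the mean of all tested compounds plus 3 SD, set per screening campaign, cut at about 17% in these data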
Target sequence (P14735 whole entry, looked up): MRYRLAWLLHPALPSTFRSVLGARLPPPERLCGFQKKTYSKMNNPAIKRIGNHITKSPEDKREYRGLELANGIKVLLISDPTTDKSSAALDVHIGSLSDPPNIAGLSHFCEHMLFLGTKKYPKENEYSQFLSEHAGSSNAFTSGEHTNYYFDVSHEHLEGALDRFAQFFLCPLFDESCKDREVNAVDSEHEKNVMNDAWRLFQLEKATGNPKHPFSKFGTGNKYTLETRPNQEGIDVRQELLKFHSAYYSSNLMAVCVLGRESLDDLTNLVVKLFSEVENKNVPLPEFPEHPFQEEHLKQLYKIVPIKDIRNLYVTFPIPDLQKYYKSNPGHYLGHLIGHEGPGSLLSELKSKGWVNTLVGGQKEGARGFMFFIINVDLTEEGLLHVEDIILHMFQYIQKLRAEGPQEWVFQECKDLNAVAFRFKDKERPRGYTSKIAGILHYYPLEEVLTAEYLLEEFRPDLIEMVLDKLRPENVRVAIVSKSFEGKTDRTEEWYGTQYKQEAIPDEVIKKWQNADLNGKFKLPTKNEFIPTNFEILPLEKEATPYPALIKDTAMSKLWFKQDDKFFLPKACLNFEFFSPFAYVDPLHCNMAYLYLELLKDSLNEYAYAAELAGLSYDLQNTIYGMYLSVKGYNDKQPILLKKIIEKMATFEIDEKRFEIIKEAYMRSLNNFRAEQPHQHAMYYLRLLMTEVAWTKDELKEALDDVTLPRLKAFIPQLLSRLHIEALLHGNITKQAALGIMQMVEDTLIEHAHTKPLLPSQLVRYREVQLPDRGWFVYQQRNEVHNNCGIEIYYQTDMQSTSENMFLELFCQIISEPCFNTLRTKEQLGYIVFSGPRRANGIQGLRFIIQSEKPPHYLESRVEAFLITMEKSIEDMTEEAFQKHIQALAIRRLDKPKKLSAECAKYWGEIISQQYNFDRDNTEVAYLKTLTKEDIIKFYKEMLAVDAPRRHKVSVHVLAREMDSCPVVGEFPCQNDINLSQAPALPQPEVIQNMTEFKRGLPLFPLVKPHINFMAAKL
p-CIP stab down = compounds decreasing mouse p/CIP protein stability. F442A p/CIP-EGFP cells, EGFP fluorescence, 16 h. decrease of EGFP signal, % at 10 µM. 290,000 tested, 0.01% active. AID 1984;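 active = EGFP signal decrease of at least 30% at 10 µM or well 3 SD below plate mean, unless failing retest; inactive = the rest, including hits failing retest or dose response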; also: some compounds called inactive have numbers as strong as hits; many of its hits are not listed in these tables
VIM-2 inh = inhibitors of Pseudomonas aeruginosa VIM-2 metallo-beta-lactamase; 290,000 tested, 0.89% active; inhibition, % at 5.6 µM; purified VIM-2, nitrocefin hydrolysis, epi-absorbance fluorescence;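 active = inhibition above the mean of all tested compounds plus 3 SD, cutoff set per screening run, cut at about 7.5% in these data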;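 also: red hydrolysis product quenches plate fluorescence so inhibitors raise well fluorescence; 0% = enzyme with DMSO and 100% = DMSO without enzyme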
IDE cell inh = cellular human IDE inhibition; P14735; HEK cells, FAbetaB cleavage, fluorescence polarization; inhibition, % at 5.59 µM; 320,000 tested, 0.41% active; AID 434962;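 active = percent inhibition above the average of all tested compounds plus 3 SD, set per screening campaign, cut at about 16% in these data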;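 also: IDE supplied by intact live HEK cells; FP after avidin binding of uncleaved biotin substrate so inhibition keeps polarization high; 0% = DMSO wells and 100% = 60 µM reference IDE inhibitor Ii1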
* = called active by the depositor.

How did COC(=O)CCC(=O)NC(=S)Nc1cc(Cl)ccc1Cl do in these assays?
CRFBP-R2 block: -14; GalR3 antag: 2; NS3 helicase inh: -3; SUMO HTRF inh: -18; IMP-1 inhibitor: -0.7; IDE act: -5; p-CIP stab down: 1; VIM-2 inh: -1.2; IDE cell inh: -1

Results for COc1cc(C(c2c(C)[nH][nH]c2=O)c2c(C)[nH][nH]c2=O)ccc1OC(=O)c1cccc([N+](=O)[O-])c1 ?
CRFBP-R2 block: -5; GalR3 antag: 0; NS3 helicase inh: 20; SUMO HTRF inh: -41; IMP-1 inhibitor: -3.0; IDE act: 7; p-CIP stab down: -7; VIM-2 inh: -2.8; IDE cell inh: 3

How did COC(=O)c1c(C)cc(O)c(C)c1O do in these assays?
CRFBP-R2 block: 21; GalR3 antag: 1; IDE act: 0; IDE cell inh: -1

Results for O=C(NCCCNC(=O)c1ccco1)c1ccc(F)cc1 ?
CRFBP-R2 block: 10; GalR3 antag: -6; NS3 helicase inh: 5; SUMO HTRF inh: 8; IMP-1 inhibitor: 0.2; IDE act: 5; p-CIP stab down: -6; VIM-2 inh: -4.3; IDE cell inh: 3

How did CCc1ccc(S(=O)(=O)N2CCN(C(=O)C3CCN(C(C)=O)CC3)CC2)cc1 do in these assays?
CRFBP-R2 block: 4; GalR3 antag: -2; NS3 helicase inh: 2; SUMO HTRF inh: 15; IMP-1 inhibitor: -2.5; IDE act: -1; p-CIP stab down: 11; VIM-2 inh: -0.4; IDE cell inh: 4

Results for O=C(OCCOc1cccc(Cl)c1)c1ccc2ncsc2c1 ?
CRFBP-R2 block: -26; GalR3 antag: -8; NS3 helicase inh: -7; SUMO HTRF inh: 2; IMP-1 inhibitor: -3.1; IDE act: 2; p-CIP stab down: -22; VIM-2 inh: -0.2; IDE cell inh: -7

What do the screens show for `Cn1c(SCC(=O)c2ccccc2)nnc1-c1cccs1`?
CRFBP-R2 block: -4; GalR3 antag: -2; NS3 helicase inh: 24; SUMO HTRF inh: 21; IMP-1 inhibitor: -1.6; IDE act: 4; p-CIP stab down: -6; VIM-2 inh: -1.8; IDE cell inh: 1

What do the screens show for `CCCCOc1ccc(N=Nc2ccc(N)nc2N)cn1`?
CRFBP-R2 block: -8; GalR3 antag: -9; NS3 helicase inh: -22; SUMO HTRF inh: 2; IMP-1 inhibitor: -2.2; IDE act: -4; p-CIP stab down: 0; VIM-2 inh: -2.0; IDE cell inh: -1

How did Cc1cc(C)c2oc(C(=O)NC3CCS(=O)(=O)C3)cc(=O)c2c1 (stereo not drawn) do in these assays?
CRFBP-R2 block: -14; GalR3 antag: 3; NS3 helicase inh: 6; SUMO HTRF inh: 23; IMP-1 inhibitor: -1.4; IDE act: -1; p-CIP stab down: 0; VIM-2 inh: -0.1; IDE cell inh: -2

What do the screens show for `CCn1cc(C(=O)NCCc2ccc(C)cc2)c(=O)c2cc(S(=O)(=O)N(C)C)ccc21`?
CRFBP-R2 block: 8; GalR3 antag: -6; NS3 helicase inh: 0; SUMO HTRF inh: -3; IMP-1 inhibitor: -1.5; p-CIP stab down: 13; VIM-2 inh: -1.8; IDE cell inh: -1

What do the screens show for `Cn1cccc1Cc1nnc(SCC(=O)N2CCCc3ccccc32)n1-c1ccc(F)cc1`?
CRFBP-R2 block: -12; GalR3 antag: 5; NS3 helicase inh: 6; SUMO HTRF inh: 5; IMP-1 inhibitor: -1.4; IDE act: 2; p-CIP stab down: -6; VIM-2 inh: 0.2; IDE cell inh: -3

Results for O=C(Oc1ccc(C(=S)N2CCCCC2)cc1)c1ccccc1F ?
CRFBP-R2 block: 11; GalR3 antag: -1; NS3 helicase inh: -6; SUMO HTRF inh: -7; IMP-1 inhibitor: -1.9; IDE act: 5; p-CIP stab down: 0; VIM-2 inh: -2.5; IDE cell inh: -2

How did Cc1c(C(=O)Nc2ccccc2)sc2nc3n(c(=O)c12)CCCCC3 do in these assays?
CRFBP-R2 block: -21; GalR3 antag: -4; NS3 helicase inh: 4; SUMO HTRF inh: -1; IMP-1 inhibitor: -3.0; IDE act: 3; p-CIP stab down: -6; VIM-2 inh: -1.9; IDE cell inh: 15

What do the screens show for `O=C(NCC1CCCO1)Nc1ccc2c(c1)OCO2` (stereo not drawn)?
CRFBP-R2 block: -1; GalR3 antag: -1; NS3 helicase inh: -5; SUMO HTRF inh: 11; IMP-1 inhibitor: -2.5; IDE act: 6; p-CIP stab down: -15; VIM-2 inh: 0.5; IDE cell inh: -2

Results for CCOc1ccccc1C(=O)OCC(=O)NCCNC(=O)COC(=O)c1ccccc1OCC ?
CRFBP-R2 block: -7; GalR3 antag: 0; NS3 helicase inh: 0; SUMO HTRF inh: -4; IMP-1 inhibitor: -1.6; IDE act: -2; p-CIP stab down: 3; VIM-2 inh: -1.9; IDE cell inh: -1

How did O=C1CCCN1C(=O)CSc1nnnn1-c1ccccc1 do in these assays?
CRFBP-R2 block: -4; GalR3 antag: -3; IDE act: -4; IDE cell inh: -3

What do the screens show for `NC(N)=NC(=S)Nc1ccc(Cl)cc1`?
CRFBP-R2 block: 0; GalR3 antag: -4; NS3 helicase inh: -29; SUMO HTRF inh: 6; IMP-1 inhibitor: 0.0; IDE act: -3; p-CIP stab down: 2; VIM-2 inh: -3.1

How did O=[N+]([O-])c1ccccc1OCCOc1ccccc1[N+](=O)[O-] do in these assays?
CRFBP-R2 block: -4; GalR3 antag: -4; NS3 helicase inh: -10; SUMO HTRF inh: 9; IMP-1 inhibitor: -0.7; IDE act: 0; p-CIP stab down: 2; VIM-2 inh: -1.9; IDE cell inh: 3

How did COc1ccc(CCNC(=O)Cc2ccc(C)cc2)cc1OC do in these assays?
CRFBP-R2 block: 6; GalR3 antag: 2; NS3 helicase inh: -10; SUMO HTRF inh: 16; IMP-1 inhibitor: -2.9; IDE act: -3; p-CIP stab down: -8; VIM-2 inh: -1.2; IDE cell inh: -2

How did O=C1C(c2ccc(F)cc2)N(Cc2ccc3c(c2)OCO3)C(=O)CN1C1CCCCCC1 (stereo not drawn) do in these assays?
CRFBP-R2 block: -45; GalR3 antag: -8; NS3 helicase inh: 9; SUMO HTRF inh: 14; IMP-1 inhibitor: 0.5; IDE act: 7; p-CIP stab down: -9; VIM-2 inh: -2.2; IDE cell inh: 6

Results for C/C(=N\NC(=O)c1cccs1)C(C)(C)C ?
CRFBP-R2 block: -7; GalR3 antag: 0; NS3 helicase inh: 12; SUMO HTRF inh: 4; IMP-1 inhibitor: 0.1; IDE act: -4; p-CIP stab down: -38; VIM-2 inh: -1.1; IDE cell inh: -3

Results for CC(=O)Nc1ccc(S(=O)(=O)NCC(=O)NC(C)c2ccc(S(N)(=O)=O)cc2)cc1 (stereo not drawn) ?
CRFBP-R2 block: 5; GalR3 antag: 1; NS3 helicase inh: 12; SUMO HTRF inh: 16; IMP-1 inhibitor: -2.8; IDE act: 5; p-CIP stab down: -20; VIM-2 inh: -1.9; IDE cell inh: 2

How did O=S(=O)(c1cccc2cccnc12)N1CCN(c2ccccc2)CC1 do in these assays?
CRFBP-R2 block: 10; GalR3 antag: -5; NS3 helicase inh: 4; SUMO HTRF inh: 23; IMP-1 inhibitor: -3.5; IDE act: 2; p-CIP stab down: 2; VIM-2 inh: -3.0; IDE cell inh: -5

Results for CC1CCCN(c2nc3ccccc3nc2C(C#N)S(=O)(=O)c2ccccc2)C1 (stereo not drawn) ?
CRFBP-R2 block: 37; GalR3 antag: -1; NS3 helicase inh: 15; SUMO HTRF inh: 50*; IMP-1 inhibitor: -3.3; IDE act: -2; p-CIP stab down: -18; VIM-2 inh: -2.8; IDE cell inh: -4

What do the screens show for `CC(C)OC(=O)CN1CCN(C2c3ccccc3-c3ccccc32)CC1`?
CRFBP-R2 block: -8; GalR3 antag: 3; NS3 helicase inh: -8; SUMO HTRF inh: 4; IMP-1 inhibitor: -1.8; IDE act: -1; p-CIP stab down: 8; VIM-2 inh: -1.8; IDE cell inh: -3

What do the screens show for `O=C(NC1CCCCC1)[C@H](CSCc1ccccc1)N1Cc2ccccc2C1=O`?
CRFBP-R2 block: -11; GalR3 antag: -5; NS3 helicase inh: 4; SUMO HTRF inh: 4; IMP-1 inhibitor: 0.1; IDE act: 1; p-CIP stab down: -11; VIM-2 inh: 0.3; IDE cell inh: 1

Results for CC(C)(C)c1nnc(NC(=O)CS(=O)(=O)Cc2ccccc2)s1 ?
CRFBP-R2 block: -9; GalR3 antag: -5; NS3 helicase inh: 18; SUMO HTRF inh: 0; IMP-1 inhibitor: -2.7; IDE act: 2; p-CIP stab down: -5; VIM-2 inh: -1.1; IDE cell inh: -7

What do the screens show for `O=C(Nc1ncc2c(n1)CC(c1ccc(Cl)cc1)CC2=O)c1ccco1` (stereo not drawn)?
CRFBP-R2 block: 12; GalR3 antag: -7; NS3 helicase inh: 2; SUMO HTRF inh: 10; IMP-1 inhibitor: -1.5; IDE act: 3; p-CIP stab down: -3; VIM-2 inh: -1.3; IDE cell inh: -6

How did Cc1onc(-c2ccccc2)c1C(=O)Nc1nc(-c2cc(F)ccc2F)cs1 do in these assays?
CRFBP-R2 block: -10; GalR3 antag: -4; NS3 helicase inh: -2; SUMO HTRF inh: 3; IMP-1 inhibitor: -3.0; IDE act: 5; p-CIP stab down: -1; VIM-2 inh: -3.7; IDE cell inh: 3

A run of entries from further up, for reference:
What do the screens show for `O=C(NC1CCCCC1)[C@H](CSCc1ccccc1)N1Cc2ccccc2C1=O`?
CRFBP-R2 block: -11; GalR3 antag: -5; NS3 helicase inh: 4; SUMO HTRF inh: 4; IMP-1 inhibitor: 0.1; IDE act: 1; p-CIP stab down: -11; VIM-2 inh: 0.3; IDE cell inh: 1

Results for CC(C)(C)c1nnc(NC(=O)CS(=O)(=O)Cc2ccccc2)s1 ?
CRFBP-R2 block: -9; GalR3 antag: -5; NS3 helicase inh: 18; SUMO HTRF inh: 0; IMP-1 inhibitor: -2.7; IDE act: 2; p-CIP stab down: -5; VIM-2 inh: -1.1; IDE cell inh: -7

What do the screens show for `O=C(Nc1ncc2c(n1)CC(c1ccc(Cl)cc1)CC2=O)c1ccco1` (stereo not drawn)?
CRFBP-R2 block: 12; GalR3 antag: -7; NS3 helicase inh: 2; SUMO HTRF inh: 10; IMP-1 inhibitor: -1.5; IDE act: 3; p-CIP stab down: -3; VIM-2 inh: -1.3; IDE cell inh: -6

How did Cc1onc(-c2ccccc2)c1C(=O)Nc1nc(-c2cc(F)ccc2F)cs1 do in these assays?
CRFBP-R2 block: -10; GalR3 antag: -4; NS3 helicase inh: -2; SUMO HTRF inh: 3; IMP-1 inhibitor: -3.0; IDE act: 5; p-CIP stab down: -1; VIM-2 inh: -3.7; IDE cell inh: 3

Assay outcomes (PubChem)

This is a random part of the collection (roughly 3.2% active in at least one column).
